# AID2073: inhibitors of Mint1-CaV2.2 protein interaction, biochemical, HTRF (AID 2073). HTRF protein-protein interaction, Mint1-CaV2.2; higher % means a stronger effect. one-dose inhibition, % at 20 µM; IC50 in µM for titrated hits. 290,000 compounds, 0.19% hits; in the data active = inhibition mostly above about 51%, no sharp cut-off; inconclusive = no clear call, values can overlap the other calls; inactive = mostly below about 53%; also: some results filed as inactive read as strong as hits
# MgcRacGAP inhibition: MgcRacGAP GTPase-activating activity inhibitors, confirmation, biochemical, ADP Hunter fluorescence. MgcRacGAP-stimulated Rac1 GTP hydrolysis, ADP Hunter fluorescence; higher % means a stronger effect; GST-tagged Rac1 F28L mutant substrate. AID 624330. inhibition, % at 30 µM, or IC50 in µM where a hit was titrated. 340,000 compounds, 0.6% hits;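 active = first-screen hits whose inhibition reached a set limit at any dose in the follow-up dose series; inconclusive = inhibition above the set first-screen limit but never retested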;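 also: fluorescence reports GDP produced by GAP-driven GTP hydrolysis; strong numbers were not always called active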
# NS5 inhibitors: flavivirus cap methylation enzyme inhibition – biochemical, confirmation dose response, primary screen (AID 588689). Dengue-2 NS5 methyltransferase capping enzyme assay, biochemical; higher % means a stronger effect. inhibition, % at 25 µM; hits with a dose series show IC50 in µM. 340,000 compounds, 0.3% hits; in the data active = a potency from the dose series; inconclusive = inhibition above about 29% without an active follow-up result
# GPR35 arrestin U2OS: inhibition of zaprinast-stimulated GPR35 beta-arrestin translocation – imaging, U2OS, beta-arrestin-GFP, zaprinast agonist, primary screen (AID 2058). U2OS GPR35 beta-arrestin-GFP translocation imaging, zaprinast antagonism; higher % means a stronger effect. inhibition, % at 10 µM; hits with a dose series show IC50 in µM. 290,000 compounds, 0.052% hits;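 active = inhibition of at least 50% with at least 30 cells and total cytoplasm GFP at most 10,000,000; inconclusive = under 30 cells or total GFP of 10,000,000 plus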
# GPR55 antagonists: inhibition of LPI-stimulated GPR55 beta-arrestin translocation – imaging, U2OS, beta-arrestin-GFP, LPI agonist, primary screen (AID 2013); U2OS GPR55 beta-arrestin-GFP translocation imaging, LPI antagonism; higher % means a stronger effect; 290,000 compounds, 0.13% hits; one-dose inhibition, % at 10 µM; IC50 in µM for titrated hits;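 active = spots per cell inhibited over 60%, with over 100 cells counted and total cytoplasm intensity under 500,000; inconclusive = wells with under 100 cells, flagged as likely toxic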;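 also: U2OS cells stably carrying GPR55 and arrestin-GFP stimulated by 5 µM LPI near EC80; imaged beta-arrestin-GFP aggregate spots per cell after agonist stimulation; plate controls were LPI-stimulated DMSO wells for no effect and DMSO wells without LPI for full effect; some results filed as inactive read as strong as hits; confirmed hits need IC50 under 10 µM and bright autofluorescent wells are also inconclusive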
# Large T inhibition: SV40 large T antigen inhibitors, biochemical (AID 1903); SV40 large T antigen ATPase/helicase inhibition assay; higher % means a stronger effect; inhibition, % at 20 µM, or IC50 in µM where a hit was titrated; 310,000 compounds, 0.39% hits; in the data active = a potency from the dose series; inconclusive = inhibition mostly from about 32% at the one dose, without a potency; inactive = the rest, 99 in 100 with inhibition below about 32%; also: strong numbers were not always called active
# NTR1 agonist: agonists of NTR1, primary screen, imaging, U2OS cells, beta-arrestin-GFP, high content (AID 493036) | NTR1-U2OS beta-arrestin-GFP spot imaging, agonist mode | activation, % at 20 µM | 330,000 compounds, 0.17% hits;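 active = activation at or above 40% of the spot to cytoplasm intensity ratio, with at least 20 cells analyzed; inconclusive = wells under 20 cells, flagged as cytotoxic or low count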;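 also: 0% = DMSO without peptide and 100% = 100 nM NTR1 peptide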
# Target sequence (P30989 whole entry, looked up): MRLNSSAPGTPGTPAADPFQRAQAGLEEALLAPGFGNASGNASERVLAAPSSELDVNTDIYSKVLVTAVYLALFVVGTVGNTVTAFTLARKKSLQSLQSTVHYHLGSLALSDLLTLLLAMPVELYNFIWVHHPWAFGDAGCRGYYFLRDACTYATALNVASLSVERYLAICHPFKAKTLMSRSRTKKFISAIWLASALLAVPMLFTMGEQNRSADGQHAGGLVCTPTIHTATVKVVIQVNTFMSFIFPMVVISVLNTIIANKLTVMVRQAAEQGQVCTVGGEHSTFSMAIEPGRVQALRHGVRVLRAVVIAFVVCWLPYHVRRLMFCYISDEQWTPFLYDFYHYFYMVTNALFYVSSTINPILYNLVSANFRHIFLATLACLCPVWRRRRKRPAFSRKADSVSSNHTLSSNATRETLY
# Yfh1-depleted yeast: enhancers of respiration in Yfh1-depleted yeast, dose response, Friedreich's ataxia, plus single-dose screen (AID 1465); S. cerevisiae Yfh1-off respiration, WST-1 reduction, 72 h; higher fold induction means a stronger effect; one-dose fold induction at 50 µM; EC50 in µM for titrated hits; 220,000 compounds, 0.074% hits;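 active = fold induction of absorbance versus untreated yeast above a set limit, then at least 30% activation at any dose in follow-up; inconclusive = repeats straddling the limit, or above it without dose testing; inactive = fold induction below the set limit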;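 also: activators that raise dye reduction in frataxin-depleted yeast; strong numbers were not always called active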
# GPR55 activation: GPR55 agonists via beta-arrestin recruitment, primary screen, imaging, U2OS cells, beta-arrestin-GFP redistribution (AID 1961); U2OS GPR55 beta-arrestin-GFP redistribution imaging; higher % means a stronger effect; activation, % at 10 µM; hits with a dose series show EC50 in µM; 290,000 compounds, 0.048% hits;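 active = activation above 40% with more than 50 cells counted in the well; inconclusive = wells holding fewer than 50 cells, flagged as toxic or sparse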;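 also: U2OS osteosarcoma cells stably expressing GPR55 and beta-arrestin-GFP; plate controls were DMSO negative control for no effect and LPI positive control for full effect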
# NTR1 agonist cell count 20 µM: second read-out of NTR1 agonist, no call of its own (marks repeat the call); cell count; measured here: cell count, cytotoxicity flag
# NS5 inhibitors pilot replicate: also measured in NS5 inhibitors; calls as there; inhibition, %; measured here: pilot screen replicate inhibition
# * hit, by the source's call; i = inactive; ? = inconclusive; / = not tested or not shown.
SMILES,AID2073,MgcRacGAP inhibition,NS5 inhibitors,GPR35 arrestin U2OS,GPR55 antagonists,Large T inhibition,NTR1 agonist,NTR1 agonist cell count 20 µM,Yfh1-depleted yeast,GPR55 activation,others
Cc1ccc(CSC2=NCCN2S(=O)(=O)c2ccccc2)cc1,-1%,2%,-6%,20%,11%,7%,5.9,101,i,-0.4%,
COc1ccc(N(C)C(=O)c2onc3c2CCCC3)cc1,14%,8%,-3%,6%,8%,23%,0.5,73,i,-0.3%,
O=C(Nc1ccccc1)N1CCNCC1,10%,1%,-6%,4%,0%,10%,-0.8,61,i,-0.2%,
CC(C)(Oc1ccc(Cl)cc1)C(=O)Nc1ccncc1,-3%,13%,0%,12%,-9%,6%,-1.3,49,i,-0.1%,
Cc1ccc(C(=O)Nc2sc(Cc3ccc4c(c3)OCO4)c(C)c2C(N)=O)cc1,19%,-7%,-2%,2%,-4%,2%,3.9,197,i,1.2%,
COc1ccc(Nc2nc(C(=O)N3CCc4ccccc4C3)cs2)cc1,-10%,7%,-9%,-5%,1%,11%,8.8,40,i,-0.1%,
O=C(COc1ccc(Cl)cc1Cl)Nc1ccccc1F,/,6%,-9%,/,/,3%,6.0,40,/,/,
Oc1ccc(CCNc2c3ccccc3nc3ccccc23)cc1O,-37%,?,6%,-12%,4%,8.4µM*,1.3,55,/,0.1%,
CCn1ncc(CN2CCN(Cc3cccc(OC)c3)C(CCO)C2)c1C (stereo not drawn),0%,-2%,6%,4%,10%,?,0.5,72,i,0.0%,
COc1ccc(C(=O)NCCCc2nc3ccccc3n2Cc2ccccc2C)cc1OC,-4%,1%,-2%,-10%,-3%,14%,3.0,51,i,0.2%,
COCCn1c(=NC(=O)/C=C/c2ccccc2Cl)sc2cc(NC(C)=O)ccc21,23%,6%,-8%,-6%,3%,5%,-0.1,59,i,0.0%,
O=C(NCC(c1ccco1)N1CCN(c2ccccc2)CC1)C(=O)NC1CCCCC1 (stereo not drawn),/,3%,-4%,/,/,29%,0.1,83,/,/,
COc1cc(/C=C/C(=O)NC(=O)c2ccccc2O)ccc1O,20%,?,-3%,-2%,16%,?,0.6,57,/,-0.2%,
CCOCCCNC(=O)c1ccc2c(c1)ncn2-c1ccc(C)cc1C,-5%,9%,-4%,10%,8%,18%,-1.1,57,/,0.0%,
COc1ccc(C(=O)Nc2ccc(N3CCCCC3)cc2)cc1Br,17%,10%,-1%,/,-6%,3%,2.6,64,i,-0.3%,
CCOC(=O)NC1(C(F)(F)F)N=C(c2ccccc2)NC1=O (stereo not drawn),9%,6%,10%,-7%,-11%,1%,-0.2,55,i,-0.2%,
CC(C)c1ccc(NC(=O)Cn2ncn3c(cc4ccccc43)c2=O)cc1,26%,9%,-13%,5%,8%,6%,1.2,75,/,0.2%,
COc1ccc(S(=O)(=O)N2CCC(C(=O)Nc3ccccc3N3CCCC3)CC2)cc1OC,1%,0%,-3%,10%,12%,13%,0.4,67,/,-0.1%,
O=C1C=C(c2ccccc2)C[C@H](c2cccs2)[C@H]1n1nnc([N+](=O)[O-])n1,8%,1%,-4%,-11%,0%,7%,6.4,58,i,-0.2%,
CC(C(=O)NCc1ccccc1)N1CCN(c2ccc(F)cc2)CC1 (stereo not drawn),3%,7%,3%,15%,7%,3%,-1.4,91,/,0.0%,
c1coc(CN2CN=C(Nc3nc4ccccc4s3)NC2)c1,19%,11%,-10%,5%,-3%,14%,-1.0,95,i,0.3%,
CCNc1nc(NCC)n2c(SCc3ccc(F)cc3)nnc2n1,-9%,7%,-1%,3%,11%,8%,1.4,50,i,-0.1%,
CCOC(=O)c1cn(CC(=O)Nc2cccc(F)c2)nn1,-1%,8%,6%,-10%,14%,7%,1.7,65,i,-0.3%,
C/C(=N\Nc1ncc(Cl)cc1Cl)c1ccc(C#N)cc1,-6%,-6%,0%,3%,-2%,5%,1.5,71,i,0.2%,
CSCCC(NC(=O)c1ccccc1)C(=O)NNC(=O)c1csc(N2CCOCC2)n1 (stereo not drawn),7%,3%,-6%,-2%,6%,4%,2.6,54,/,0.0%,
CN(c1ccccc1)S(=O)(=O)c1ccc2ccccc2c1,-3%,-5%,1%,-15%,-1%,7%,1.4,51,/,0.5%,
CCOC(=O)c1ccc(NC(=O)Cn2nnc(-c3ccc(C)cc3)n2)cc1,16%,4%,1%,4%,15%,/,2.2,67,i,-0.2%,
O=C(COc1ccc(Cl)cc1Cl)N(c1ccccn1)C1CCCCC1,1%,10%,2%,15%,3%,3%,4.6,39,i,-0.3%,
O=C(COC(=O)c1ccc(Br)cc1)NCc1ccc(F)cc1,-4%,1%,-4%,9%,4%,11%,0.2,55,i,0.0%,
CN(C)CCCNc1c2c(c(C#N)c3nc4ccccc4n13)CCC2,28%,/,/,8%,2%,/,/,/,/,-0.3%,
CC(CN1CCCC1)OC(=O)c1ccc(Cl)cc1Cl (stereo not drawn),1%,7%,/,-4%,5%,6%,-0.2,80,/,-0.1%,
CCOC(=O)c1sc(NC(=O)c2cccc(S(=O)(=O)N3CCN(C)CC3)c2)cc1C,-3%,2%,-4%,-7%,2%,1%,-5.3,75,i,0.3%,
Cc1ccccc1OCC(=O)N/N=C/C=C/c1ccccc1,5%,10%,-15%,-6%,6%,8%,1.5,77,i,-0.2%,
CCc1ccccc1NC(=S)N(CCN(C)C)C(C)c1cccnc1 (stereo not drawn),-4%,-1%,-2%,-15%,5%,-1%,2.0,66,i,0.7%,
CC(C)(C)Nc1nc(N2CCCC2)nc(N2CCCC2)n1,-1%,9%,-3%,16%,19%,12%,11,37,i,0.4%,
CCc1noc(C)c1C(=O)Nc1ccc(-c2nnc3n2CCCCC3)cc1,/,-6%,-6%,/,/,11%,0.1,73,/,/,
COc1ccc(NC(=O)CCC(=O)N/N=C/c2cn(C)nc2C)cc1,0%,/,/,18%,-23%,12%,-0.3,49,i,0.3%,
C/C(CC(=O)Nc1ccccc1-c1ccccc1)=N\NC(=O)COc1ccc(C)cc1Br,1%,7%,0%,-16%,-11%,21%,1.6,45,i,-0.1%,
COc1cc(/C=N/Nc2cc(C)nc(NS(=O)(=O)c3ccc(C)cc3)n2)ccc1O,6%,23%,-1%,12%,-3%,32%,/,/,i,-0.5%,
COc1ccc(OC)c(NC(=O)CC2Oc3ccccc3NC2=O)c1 (stereo not drawn),18%,5%,5%,-4%,-9%,10%,0.1,61,/,0.0%,

# Three entries from above, sorted by length of the SMILES, ascending.
SMILES,AID2073,MgcRacGAP inhibition,NS5 inhibitors,GPR35 arrestin U2OS,GPR55 antagonists,Large T inhibition,NTR1 agonist,NTR1 agonist cell count 20 µM,Yfh1-depleted yeast,GPR55 activation,others
c1coc(CN2CN=C(Nc3nc4ccccc4s3)NC2)c1,19%,11%,-10%,5%,-3%,14%,-1.0,95,i,0.3%,
C/C(=N\Nc1ncc(Cl)cc1Cl)c1ccc(C#N)cc1,-6%,-6%,0%,3%,-2%,5%,1.5,71,i,0.2%,
CCOC(=O)c1ccc(NC(=O)Cn2nnc(-c3ccc(C)cc3)n2)cc1,16%,4%,1%,4%,15%,/,2.2,67,i,-0.2%,

# The list goes on.
SMILES,AID2073,MgcRacGAP inhibition,NS5 inhibitors,GPR35 arrestin U2OS,GPR55 antagonists,Large T inhibition,NTR1 agonist,NTR1 agonist cell count 20 µM,Yfh1-depleted yeast,GPR55 activation,others
Cc1ccc(-c2nnc(Nc3ccccc3)c3ccccc23)cc1S(=O)(=O)NCC1CCCO1 (stereo not drawn),15%,8%,5%,-16%,14%,3%,19,90,i,-0.1%,NS5 inhibitors pilot replicate=1.8
S=C(NCCN1CCOCC1)Nc1ccccc1Cl,-18%,2%,-4%,10%,-7%,4%,0.2,41,i,-0.3%,
Cc1ccc(-c2ccc(C(=O)O)o2)cc1Cl,14%,0%,-5%,7%,-4%,22%,0.3,55,i,-0.1%,
CC(O)CCc1ccc(O)cc1 (stereo not drawn),-2%,26%,0%,-5%,-7%,25µM*,0.0,84,i,0.8%,
CC(NC(=O)c1cc2cc(Cl)ccc2oc1=N)c1ccccc1 (stereo not drawn),18%,-2%,-9%,7%,4%,5%,6.9,80,/,-0.1%,
CC1(C)CC(=O)C=C(Nc2ccc(Br)cn2)C1,0%,9%,-2%,-3%,-8%,6%,-0.3,59,i,0.1%,
CCSc1nnc([C@@H](NC(=O)OC(C)(C)C)C(C)C)o1,-7%,6%,-9%,-2%,6%,6%,0.1,56,i,0.0%,
CCN(CC)S(=O)(=O)c1ccc(C(=O)NCc2n[nH]c(=S)n2-c2ccc(Cl)c(Cl)c2)cc1,6%,3%,-4%,-2%,0%,15%,0.6,76,i,0.2%,
N#CCCn1cc(/C=N/O)c(-c2ccc(F)cc2)n1,9%,7%,-2%,9%,10%,5%,0.1,54,i,-0.2%,
O=C1CS/C(=N\N=C\c2ccco2)N1c1ccccc1,20%,11%,-4%,11%,8%,31%,1.7,44,/,-0.3%,
CN1CCN(c2ccc(S(=O)(=O)N3CCCCC3)cc2NC(=O)c2ccc(F)cc2F)CC1,-4%,9%,-9%,10%,10%,14%,0.2,71,i,-0.4%,
COc1ccc(CCNC(=O)C(=O)NCCCN2CCOCC2)cc1,-8%,1%,-6%,5%,-6%,-3%,-0.2,33,i,0.6%,
CCNC(=O)NC(=O)C(C)OC(=O)c1oc2ccc(OC)cc2c1C (stereo not drawn),18%,2%,-8%,4%,7%,4%,-0.5,46,i,0.3%,NS5 inhibitors pilot replicate=-4.2

# Copied from the entries so far for reference:
SMILES,AID2073,MgcRacGAP inhibition,NS5 inhibitors,GPR35 arrestin U2OS,GPR55 antagonists,Large T inhibition,NTR1 agonist,NTR1 agonist cell count 20 µM,Yfh1-depleted yeast,GPR55 activation,others
Cc1ccc(-c2nnc(Nc3ccccc3)c3ccccc23)cc1S(=O)(=O)NCC1CCCO1 (stereo not drawn),15%,8%,5%,-16%,14%,3%,19,90,i,-0.1%,NS5 inhibitors pilot replicate=1.8
S=C(NCCN1CCOCC1)Nc1ccccc1Cl,-18%,2%,-4%,10%,-7%,4%,0.2,41,i,-0.3%,
Cc1ccc(-c2ccc(C(=O)O)o2)cc1Cl,14%,0%,-5%,7%,-4%,22%,0.3,55,i,-0.1%,

# High-throughput results as filed in PubChem BioAssay.
